Screens (PubChem)
p53 reactivator: re-activators of mutant p53 | 0.063% of 320,000 active | Potency, µM (series often up to 92.2 µM), for inactives: at the highest dose activity change, positive = activation, usual class: activators | H1299 p53-A138V BP100-luciferase reporter, luminescence, 24 h | AID 504706; also: potency is read from the fitted curve at half-maximal effect; % of control where 0% means no effect; nearly all actives have a fitted effect of over 45% in size
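H1299 (p53-null), stable ts p53-A138V + BP100-Luc; 1000 cells/well, Opti-MEM/10% FBS; cpd 4 pt, 1:5; 24 h, 37 deg C, 5% CO2; detection reagent 10 min RT; luminescence.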
RORgamma inh: inhibitors of mouse ROR gamma transcriptional activity | Drosophila S2 Gal4-RORgamma UAS-luciferase reporter, 20 h | Potency, µM (doses to about 53.6 µM), without a hit: top-dose activity change, negative = inhibition, usual class: inhibitors | 5.4% of 310,000 active; also: potency is read from the fitted curve at half-maximal effect; % is scaled to controls: 0 for no effect and ±100 for the full control effect; nearly all actives have a fitted effect of over 60% in size
Target sequence (P51450 whole entry, looked up, the tested form may be a part): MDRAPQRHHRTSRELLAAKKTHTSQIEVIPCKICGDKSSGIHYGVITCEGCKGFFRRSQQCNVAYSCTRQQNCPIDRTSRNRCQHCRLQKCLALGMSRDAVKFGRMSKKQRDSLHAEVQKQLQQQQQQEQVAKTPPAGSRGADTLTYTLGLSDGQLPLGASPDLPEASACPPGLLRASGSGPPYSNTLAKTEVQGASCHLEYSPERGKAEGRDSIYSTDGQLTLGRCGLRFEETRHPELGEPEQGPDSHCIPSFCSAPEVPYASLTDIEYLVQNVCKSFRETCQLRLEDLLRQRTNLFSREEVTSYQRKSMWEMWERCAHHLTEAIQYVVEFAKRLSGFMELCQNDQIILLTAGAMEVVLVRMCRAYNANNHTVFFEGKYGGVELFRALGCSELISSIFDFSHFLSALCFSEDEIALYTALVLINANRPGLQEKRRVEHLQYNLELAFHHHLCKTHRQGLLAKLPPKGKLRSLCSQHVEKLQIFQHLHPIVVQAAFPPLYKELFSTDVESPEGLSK
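Luciferase reporter read in Schneider cells carrying Gal4-RORγ (mouse) and UAS-Photinus luciferase; cells given compound 1 h before 700 uM copper sulfate induction, then incubated 20 h at ambient temperature.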
Rab9 prom act: activates the Rab9 promoter; Huh7 Rab9 promoter-luciferase reporter, luminescence, 24 h; 2.8% of 320,000 active; Potency, µM (top dose mostly 9.22 µM), for inactives: at the highest dose activation, negative = inhibition, hits mostly activators; also: potency is read from the fitted curve at half-maximal effect; % of control where 0% means no effect; nearly all actives have a fitted effect of over 60% in size
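Quantitative HTS format; Huh7 Rab9-luciferase reporter cells (1500/well) receive compound 2 h post-plating, incubate 24 h at 37 °C, then get luciferase reagent for 10 min before luminescence reading.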
FLuc modulator: inhibits or activates purified firefly luciferase, miR-21 counter-screen. P08659. purified FLuc, Km substrates, luminescence inhibition. Potency, µM (highest dose often 57.5 µM), inactives show at the highest dose activity change, negative = inhibition, most hits filed as inhibitors. 6.9% of 360,000 active;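 also: potency is read from the fitted curve at half-maximal effect; plate controls were vehicle for no effect and reference inhibitor for full effect; nearly all actives have a fitted effect of over 55% in size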
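Purified P. pyralis luciferase (10nM final) with 10uM D-luciferin and 10uM ATP (Km levels) in 50mM Tris acetate pH 7.5, 10mM Mg acetate, 0.01% Tween-20, 0.05% BSA; qHTS 6-point titration, ~60 µM downward; luminescence read.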
ELG1 repair inh: blocks ELG1-dependent DNA repair in HEK293T cells; HEK293T ELG1-luciferase reporter, luminescence, 16 h; DNA damage induced by 5-fluorouridine; 2.3% of 330,000 active; Potency, µM (doses to about 46.1 µM), inactives show top-dose activity change, negative = inhibition, most hits filed as inhibitors; AID 504467; also: potency is read from the fitted curve at half-maximal effect; % is scaled to controls: 0 for no effect and ±100 for the full control effect; nearly all actives have a fitted effect of over 55% in size
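Luminescence from the luciferase reporter, measured 30 min after ONE-Glo reagent at room temperature, was the read-out. Beforehand, 2,000 cells per well were exposed for 16 hr at 37 °C to 5-fluorouridine together with compound or vehicle.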
Gal4-VP16 FLuc: Gal4-VP16 reporter inhibition counter-screen | Drosophila S2 Gal4-VP16 UAS-luciferase, luminescence, 20 h | Potency, µM (doses to about 53.6 µM), for the others: top-dose activity, negative = inhibition, hits mostly inhibitors | 3.5% of 310,000 active;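 also: Gal4-VP16 expression switched on by copper sulfate through the metallothionein promoter; potency is read from the fitted curve at half-maximal effect; % is scaled to controls: 0 for no effect and ±100 for the full control effect; nearly all actives have a fitted effect of over 50% in size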
BRCA1 expr up: increases BRCA1 expression; MCF7-BRCA1-FFLuc reporter, luminescence, 48 h; response scale: scaled: vehicle 0%, 10 µM genistein 100%; AID 624202; 1.1% of 380,000 active; Potency, µM (top dose mostly 46.1 µM), without a hit: at the top dose activation, actives largely listed as activators; also: potency is read from the fitted curve at half-maximal effect; nearly all actives have a fitted effect of over 80% in size; some results filed as inactive show a strong effect at the top dose
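Compounds are tested at multiple concentrations on MCF7 BRCA1-luciferase reporter cells seeded at 2000 per well; after 48 h, a single luminescence end-point is taken and curves fitted to the normalized data.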
NPC1 promoter act: activates the NPC1 promoter. Huh7 NPC1 promoter luciferase reporter, 24 h. Potency, µM (doses to about 9.22 µM), for inactives: at the highest dose activation, usual class: activators. 2.4% of 320,000 active;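 also: potency is read from the fitted curve at half-maximal effect; % of control where 0% means no effect; nearly all actives have a fitted effect of over 60% in size; reporter is driven by a mutant NPC1 promoter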
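Stably transfected Huh7 (NPC1 promoter→luciferase), 1500 cells/well in Opti-MEM + 10% FBS, 2 h settle, then compound 24 h at 37 °C. Luminescence after 10 min with Amplite reagent.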
TRPV1 agonist: human TRPV1 agonism | AID 540275 | 0.19% of 320,000 active | Q8NER1 | activation, % at 8.33 µM | TRPV1-expressing cells, Fluo-8 calcium influx, agonist mode; in the data active = activation above about 80%; inconclusive = between about 30% and that limit; also: 0% is about no effect
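Cells expressing TRPV1 were dye-loaded with Fluo-8 and read kinetically: 10 s baseline, 3 min after compound (agonist portion), then 2 min after EC20 capsaicin (allosteric enhancer portion). Calcium-bound dye fluorescence at 480/520 nm.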
Tb PFK block: inhibitors of T. brucei phosphofructokinase. O15648. T. brucei PFK, ADP-Glo luminescence. Potency, µM (highest dose often 57.5 µM), inactives show top-dose activity, negative = inhibition, hits mostly inhibitors. 0.17% of 330,000 active. AID 485367;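 also: potency is read from the fitted curve at half-maximal effect; 0% = uninhibited 1x PFK enzyme wells and -100% = no-enzyme wells; nearly all actives have a fitted effect of over 60% in size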
Target sequence (O15648 whole entry, looked up): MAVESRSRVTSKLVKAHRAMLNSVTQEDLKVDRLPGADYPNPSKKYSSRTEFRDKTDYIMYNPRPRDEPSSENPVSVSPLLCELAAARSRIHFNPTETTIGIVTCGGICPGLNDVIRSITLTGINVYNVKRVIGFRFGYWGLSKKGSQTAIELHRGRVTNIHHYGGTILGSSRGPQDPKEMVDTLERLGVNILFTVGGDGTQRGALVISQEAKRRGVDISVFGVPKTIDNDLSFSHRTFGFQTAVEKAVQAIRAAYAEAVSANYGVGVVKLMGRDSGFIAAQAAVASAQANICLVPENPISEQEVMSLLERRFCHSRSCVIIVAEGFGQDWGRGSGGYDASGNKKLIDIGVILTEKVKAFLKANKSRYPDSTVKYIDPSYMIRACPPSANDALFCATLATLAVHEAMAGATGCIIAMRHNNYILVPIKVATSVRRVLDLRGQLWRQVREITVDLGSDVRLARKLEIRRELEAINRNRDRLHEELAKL
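PFK 1.25 nM, F6P 0.5 mM, ATP 0.1 mM, 0.1 M TEA pH 8.0, 5 mM MgCl2, 0.01% Tween20, 0.1% BSA; 45 min RT. ADP-Glo readout. qHTS titration up to 57 uM; curves fitted, compounds curve-classed.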
ELG1 genotox: induces genotoxicity in HEK293T cells with luciferase-tagged ELG1 | Potency, µM (doses to about 46 µM), inactives show top-dose activity change, positive = activation, usual class: activators | HEK293T ELG1-luciferase reporter, luminescence, 16 h | AID 504466 | 1.3% of 330,000 active; also: potency is read from the fitted curve at half-maximal effect; % of control where 0% means no effect; nearly all actives have a fitted effect of over 60% in size
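Genotoxicity was scored as increased ELG1-luciferase reporter signal, measured by ONE-Glo luminescence (30 min, room temperature). Compound or vehicle exposure of the HEK293T reporter cells lasted 16 hr at 37°C.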
Active calls of the source: *; u = inconclusive; x = no result given; & = joins results of further samples; [ ] = dose if it differs, or a comment. Unless noted, calls follow the shape of the dose curve; as a rule, active = well fitted curve in the direction sought with a large enough effect; inconclusive = small, poorly fitted or top-dose-only effect, or another doubt; inactive = no such curve, though single readings can be large; an effect the other way counts as inactive or inconclusive.

SMILES | p53 reactivator | RORgamma inh | Rab9 prom act | FLuc modulator | ELG1 repair inh | Gal4-VP16 FLuc | BRCA1 expr up | NPC1 promoter act | TRPV1 agonist | Tb PFK block | ELG1 genotox
CCC(C)[C@H](NC(=O)N1CC(=O)Nc2ccccc21)C(=O)N[C@H](Cc1ccccc1)C(=O)O (some centres undefined) | x | -3% | -2% | 0% | 14% | -3% | -10% | 1% | 0 | 0% | 2%
O=C(COc1ccccc1)Nc1nc(-c2ccncc2)cs1 | -14% | 31% | 2% | u | -6% | -5% | 3% | 3% | 15 | -9% | -17%
CCOC(=O)c1[nH]c2ccccc2c1NC(=O)CCN1CC(C)OC(C)C1 (centres undefined) | -17% | -12% | 6% | 3% | 0% | 0% | 43% | 6% | 3 | 0% | 1%
COCc1[nH][nH]c(=O)c1/C=N/N1CCOCC1 | 2% | -3% | 5% | -1% | -3% | 16% | 0% | 3% | 5 | -2% | -1%
O=C(C1=C[C@@H](c2ccccc2)C[C@@H](OCCCCO)O1)N1CCOCC1 | -2% | -1% | -2% | 0% | 18% | -7% | 0% | 4% | 15 | -6% | 0%
O=C(Nc1ccc(S(=O)(=O)Nc2nccs2)cc1)c1nn(-c2ccc(F)cc2)ccc1=O | 11% | 19% | -1% | 3% | 23% | 4% | 7% | -3% | 3 | -26% | 4%
CCC(C)C(=O)Nc1cccc(SC)c1 (centres undefined) | 5% | -5% | 26% | u | u | -16%[10 µM] | x | 16% | 3 | -4% | 16%
CCOC(=O)N1CCC(N2Cc3cccc(C(=O)NCc4ccccc4OC)c3C2=O)CC1 | -14% | u | 13% | 3% | u | 6% | -18% | -1% | 0 | 3% | 1%
Cc1cc(C(=O)O)ccc1N=Cc1c(O)ccc2ccccc12 | x | -15% | -4% | 0.76µM* | 16% | -27% | -6% | 10% | -1 | -6% | 1%
CC(C)N(Cc1cn(C)nc1-c1cccc(Cl)c1)Cc1nccn1C | -3% | 7.9µM* | 10% | -1% | 9% | u | -12% | 1% | 0 | 3% | -2%
CCOc1ccc(NC(=O)NCc2ccc3c(c2)OCO3)cc1 | -9% | 20% | 17% | 0% | -3% | 0% | 14% | 0% | 6 | -2% | 3%
COc1cccc(NC(=O)c2cc(CN3C(=O)c4ccccc4C3=O)ccc2OC)c1 | -7% | u | -1% | -1% | u | -5% | -5% | 0% | -1 | 7% | 1%
COc1cc(OC)c(NC(=O)C2CCCN2C(=O)OCc2ccccc2)cc1Cl (centres undefined) | -9% | -3% | 5% | -2% | -1% | -8% | 1% | -3% | 6 | 0% | 2%
COC(=O)c1ccn(C(=O)c2ccc(Cl)cc2)n1 | x | 0% | x | -1% | x | -8% | 3% | x | -1 | x | x
COc1ccc(S(=O)(=O)N2CCC(C(=O)N3CCc4ccccc4C3)CC2)cc1 | 1% | 8% | 7% | -1% | -17% | -6% | -37% | -1% | -2 | -7% | 1%
CCN(CC)CCn1c(NC(=O)c2ccc(C)cc2)nc2ccccc21 | x | u | 16% | u | u | u | -20% | 8% | 6 | -1% | u
COc1ccc(N2CCN(c3cc(=O)n(Cc4ccc(F)cc4)c(=O)[nH]3)CC2)cc1 | 6% | u | -12% | 2% | -12% | 3% | 2% | 0% | 23 | -1% | -6%
CN(C)c1ccc(/C=N/NC(N)=S)cc1[N+](=O)[O-] | -1% | 18µM* | 7% | -2% | 2% | u | 9% | -1% | 0 | 2% | 8%
CCCn1c(SCC(=O)NC2CCCCC2)nnc1-c1ccncc1 | 0% | 5% | 5% | -3% | -4% | -6% | 7% | -5% | 0 | -3% | -2%
COC(=O)c1[nH]c2ccccc2c1NC(=O)C(C)N1CCOCC1 (centres undefined) | -3% | -1% | -2% | 1% | 4% | -7% | -30% | -3% | 0 | -4% | 0%
Cc1ccc(NCc2nnc(SCC(=O)Nc3cccc(O)c3)n2CC2CCCO2)c(C)c1 (centres undefined) | 5% | 12% | 0% | u | -19% | -4% | 2% | 9% | 12 | 2% | -4%
CN(CCCCCNC(=O)/C=N/O)Cc1ccccc1 | 6% | -23% | -7% | 0% | 8% | -1% | x | 1% | 1 | 16% | -1%
COc1ccc(OC)c(-c2nnc(SCC(=O)N3CCOCC3)o2)c1 | -29% | -25% | -2% | 1% | 3% | -3% | -17% | 0% | 2 | 3% | 5%
CC(=O)c1ccc(NC(=O)c2cc3nc4c(c(C(F)(F)F)n3n2)CCCC4)cc1 | u | u | u | u | u | -7% | x | 23% | 1 | 1% | 11%
COc1ccc2nc(SCC(=O)Nc3ccc4c(c3)OCCO4)[nH]c2c1 | -2% | 12% | 15% | 13µM* | u | 0% | -4% | 2% | 6 | 2% | u
CNC(=O)c1ccc(OCc2ccccc2)c(OC)c1 | 21% | 44% | 27% | -3% | u | 18% | 24% | 10% | u | 1% | 5%
CC1(c2ccc3c(c2)OCO3)NC(=O)N(CC(=O)Nc2ccccc2[N+](=O)[O-])C1=O (centres undefined) | -2% | x | 0% | 12% | -2% | x | -19% | -5% | -2 | -7% | -1%
O=C(CN1CCN(S(=O)(=O)c2ccc(F)cc2)CC1)Nc1ccccc1C(=O)NC1CC1 | 6% | x | -2% | 5% | -7% | x | -19% | 0% | 29 | -1% | -1%
CCOc1ccc(NC(=S)Nc2ccc(OCC)cc2)cc1 | 4% | 10µM* | -1% | 1% | 1% | -30%&-24% | 21% | 1% | 0 | -3% | 1%
COc1ccc(CCNC(=O)c2cc(C3CC3)nc3c2cnn3C(C)C)cc1 | -6% | x | -8% | 0% | u | x | -15% | 1% | 1 | -5% | 0%
CCn1c(C)cc(/C=C2/SC(=O)N(CC(=O)N3CCCC3)C2=O)c1C | 5% | 1% | 11% | 21µM* | u | 8% | 7% | 8% | 1 | 0% | -9%
NC(=O)C[C@H]1NC(=O)[C@H](CCC(=O)O)NC(=O)c2cc([N+](=O)[O-])cc(I)c2NCCC[C@@H](C(N)=O)NC1=O | 1% | -21% | 0% | 0% | 7% | 2% | 9% | -1% | 0 | -4% | 4%
CCOC(=O)c1ccc(NC(=O)C(CC)(CC)C(=O)OCC)cc1 | 3% | 24% | 3% | 3% | -8% | 7% | -3% | -1% | 17 | -23% | -1%
CC(=O)c1ccc(N2CCN(CC3CCCCC3)CC2)cc1 | x | 17% | 5% | -1% | -22% | -2% | -9% | 2% | 4 | 2% | -4%
Cc1cnc(C(=O)OCC(=O)N2c3ccccc3NC(=O)C2(C)C)cn1 | -7% | -19% | -5% | 1% | 0% | -4% | 3% | -4% | -3 | 3% | 0%
CNC(=O)NC(=O)CSc1ccc(NC(C)=O)cc1 | -1% | -15% | -2% | -1% | u | -3% | -44% | -4% | 0 | -2% | 2%
CC(=O)c1sc(NCc2ccccc2)nc1C | u | 22% | 17% | -12% | u | 11% | 22% | 9% | -2 | -6% | 10%
O=C(NCCNC(=O)c1ccc(Cl)cc1Cl)c1cnccn1 | 2% | 0% | 0% | -1% | 14% | -5% | -15% | 3% | 0 | 1% | 0%
CC(C)C(NC(=O)c1ccc2c(c1)OCCO2)c1nc2ccccc2[nH]1 (centres undefined) | 6% | -12% | -7% | -1% | u | 3% | 3% | -9% | 22 | -2% | u
CCCCOC(=O)Nc1nnc(Cc2ccc(Cl)cc2)s1 | -2% | -3% | -3% | -2% | 6% | 26% | -9% | -5% | 29 | -2% | 2%
Cc1cc2nc(CS)[nH]c2cc1C | 18% | -28% | 12% | 4.8µM* | 21% | 5% | -7% | 8% | -1 | 2% | 4%
CC(C)[C@H](NC(=O)N1c2ccccc2NC(=O)[C@@H]1C(C)C)C(=O)N1CCC[C@H]1C(=O)O | 13% | 6% | 3% | 2% | u | 0% | 6% | 2% | 3 | 1% | 6%
CC(=O)O[C@H]1C(=O)[C@@]2(C)[C@H]([C@H](OC(=O)c3ccccc3)[C@]3(O)C[C@H](OC(=O)[C@H](O)C(NC(=O)c4ccccc4)c4ccccc4)C(C)=C1C3(C)C)[C@]1(OC(C)=O)CO[C@@H]1C[C@@H]2O (some centres undefined) | -4% | u | -26% | 0% | u | u | -56% | -36%[inhibitor] | -1 | 2% | -6%

Record cards, as listed above. Values in the order: p53 reactivator	RORgamma inh	Rab9 prom act	FLuc modulator	ELG1 repair inh	Gal4-VP16 FLuc	BRCA1 expr up	NPC1 promoter act	TRPV1 agonist	Tb PFK block	ELG1 genotox
CC(=O)c1ccc(N2CCN(CC3CCCCC3)CC2)cc1 is listed with x	17%	5%	-1%	-22%	-2%	-9%	2%	4	2%	-4%
CCCCOC(=O)Nc1nnc(Cc2ccc(Cl)cc2)s1 is listed with -2%	-3%	-3%	-2%	6%	26%	-9%	-5%	29	-2%	2%
